Assay outcomes from PubChem.
AID2073: inhibitors of Mint1-CaV2.2 protein interaction, biochemical, HTRF (AID 2073); inhibition, % at 20 µM, or IC50 in µM where a hit was titrated; hit rate 0.19% among 290,000; HTRF protein-protein interaction, Mint1-CaV2.2; higher % means a stronger effect; in the data active = inhibition mostly above about 51%, no sharp cut-off; inconclusive = no clear call, values can overlap the other calls; inactive = mostly below about 53%; note: some results filed as inactive read as strong as hits
West Nile virus CPE: inhibition of WNV-induced cytopathic effect – cell-based, CPE readout (AID 1621); one-dose CPE inhibition, % at 10 µM; IC50 in µM for titrated hits; hit rate 0.02% among 290,000; West Nile virus-infected cells, CPE inhibition; higher % means a stronger effect; in the data active = a potency from the dose series; inconclusive = CPE inhibition mostly from about 3.7% at the one dose, without a potency; inactive = the rest, 99 in 100 with CPE inhibition below about 2.2%; note: strong numbers were not always called active
RSV antiviral HEp-2: RSV antiviral activity via CPE protection, HEp-2 cells, primary 10 µM value included (AID 2391); HEp-2 cells, RSV-induced CPE inhibition; higher % means a stronger effect; one-dose CPE inhibition, % at 10 µM; IC50 in µM for titrated hits; hit rate 0.13% among 310,000; in the data active = a potency from the dose series; inconclusive = CPE inhibition mostly from about 23% at the one dose, without a potency; inactive = the rest, 99 in 100 with CPE inhibition below about 21%; note: strong numbers were not always called active
SIAH1 antagonists: Siah-1 peptide-binding antagonists, primary screen, biochemical, fluorescence polarization, rhodamine-plectin, uHTS (AID 1817). displacement, % at 20 µM, or IC50 in µM where a hit was titrated. Siah-1 / rhodamine-plectin peptide fluorescence polarization; higher % means a stronger effect. hit rate 0.02% among 290,000;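 active = displacement of at least 50% at 20 µM, with a fluorescence ratio check between 0.3 and a set limit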;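 note: plate controls were Siah plus tracer with DMSO for no effect and tracer alone without Siah for full effect; strong numbers were not always called active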
NTR1 agonist: NTR1-driven beta-arrestin-GFP spot formation – imaging, U2OS cells, high content, primary screen (AID 493036). agonist mode. hit rate 0.17% among 330,000. activation, % at 20 µM;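 active = activation at or above 40% of the spot to cytoplasm intensity ratio, with at least 20 cells analyzed; inconclusive = wells under 20 cells, flagged as cytotoxic or low count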;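 note: 0% = DMSO without peptide and 100% = 100 nM NTR1 peptide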
Target sequence (P30989 whole entry, looked up): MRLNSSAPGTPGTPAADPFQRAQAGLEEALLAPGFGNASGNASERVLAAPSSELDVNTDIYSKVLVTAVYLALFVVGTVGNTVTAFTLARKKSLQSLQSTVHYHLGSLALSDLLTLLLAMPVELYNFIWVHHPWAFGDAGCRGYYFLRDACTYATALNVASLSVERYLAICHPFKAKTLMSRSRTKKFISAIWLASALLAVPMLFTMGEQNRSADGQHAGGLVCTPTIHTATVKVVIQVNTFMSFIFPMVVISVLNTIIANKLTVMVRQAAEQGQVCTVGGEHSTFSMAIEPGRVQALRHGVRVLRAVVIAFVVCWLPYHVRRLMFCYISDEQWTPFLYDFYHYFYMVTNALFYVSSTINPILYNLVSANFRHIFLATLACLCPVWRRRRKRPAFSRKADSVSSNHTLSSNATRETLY
SV40 large T antigen: TAg ATPase/helicase activity blockers – biochemical (AID 1903) | SV40 large T antigen ATPase/helicase inhibition assay; higher % means a stronger effect | inhibition, % at 20 µM; hits with a dose series show IC50 in µM | hit rate 0.39% among 310,000; in the data active = a potency from the dose series; inconclusive = inhibition mostly from about 32% at the one dose, without a potency; inactive = the rest, 99 in 100 with inhibition below about 32%; note: strong numbers were not always called active
MgcRacGAP inhibition: MgcRacGAP GTPase-activating activity inhibitors, confirmation, biochemical, ADP Hunter fluorescence. MgcRacGAP-stimulated Rac1 GTP hydrolysis, ADP Hunter fluorescence; higher % means a stronger effect; GST-tagged Rac1 F28L mutant substrate. inhibition, % at 30 µM; hits with a dose series show IC50 in µM. hit rate 0.6% among 340,000;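 active = first-screen hits whose inhibition reached a set limit at any dose in the follow-up dose series; inconclusive = inhibition above the set first-screen limit but never retested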;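 note: fluorescence reports GDP produced by GAP-driven GTP hydrolysis; strong numbers were not always called active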
NS5 inhibitors: Dengue-2 NS5 methyltransferase inhibitors, primary screen, biochemical, confirmation dose response (AID 588689). inhibition, % at 25 µM; hits with a dose series show IC50 in µM. hit rate 0.3% among 340,000. Dengue-2 NS5 methyltransferase capping enzyme assay, biochemical; higher % means a stronger effect; in the data active = a potency from the dose series; inconclusive = inhibition above about 29% without an active follow-up result
UTI89 phage lysis: inhibition of K1F phage lysis, E. coli UTI89, bacterial capsule biogenesis inhibitors, alamar blue (AID 488966) | E. coli UTI89 K1F phage lysis, alamar blue, 2 h; higher % means a stronger effect | one-dose inhibition, % at 100 µM; IC50 in µM for titrated hits | hit rate 0.02% among 340,000;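 active = phage lysis inhibition, versus mean bacterial control, above a set limit; inconclusive = no clear call, values can overlap the other calls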;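 note: capsule biogenesis inhibitors block K1F phage lysis so surviving cells raise fluorescence; higher fluorescence means more inhibition of phage lysis; actives were called in the ten point dose series up to 300 µM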
NTR1 agonist cell count 20 µM: second read-out of NTR1 agonist, no call of its own (marks repeat the call); cell count; measured here: cell count, cytotoxicity flag
NS5 inhibitors pilot replicate: also measured in NS5 inhibitors; calls as there; inhibition, %; measured here: pilot screen replicate inhibition
* = called active by the depositor; ? = inconclusive; / = no result given; [ ] = another dose, or the depositor's remark. Compounds as they come; any-hit rate near 1.6%.

SMILES	AID2073	West Nile virus CPE	RSV antiviral HEp-2	SIAH1 antagonists	NTR1 agonist	NTR1 agonist cell count 20 µM	SV40 large T antigen	MgcRacGAP inhibition	NS5 inhibitors	UTI89 phage lysis	others
Cc1ccccc1-c1nc(CN2CCSCC2)c(C)o1	-14%	-1.0%	1.4%	2%	0.0	30	7%	2%	-8%	-0.2%
CCOC(=O)c1c(C)[nH]c(C(=O)C(C)OC(=O)c2ccc(NC(=O)CC#N)cc2)c1C (stereo not drawn)	/	/	6.4%	/	-0.2	83	/	5%	-4%	-0.6%[50 µM]
O=C(COc1ccc(-c2nnc(N3CCCCC3)c3ccccc23)cc1)N1CCCCC1	-4%	-0.4%	13%	0%	2.3	83	6%	0%	2%	1.1%
CC1CCN(S(=O)(=O)c2ccc(NC(=O)c3ccco3)cc2)CC1	8%	-1.2%	20%	3%	1.1	48	2%	4%	2%	-0.1%
O=C(O)CCCC(=O)NNC(=O)c1cccc(Br)c1	4%	0.7%	-0.8%	6%	1.4	56	5%	9%	-1%	9.6%
COc1cc(/C=N/NC(=O)CC(=O)NC2CCCCC2)ccc1O	2%	0.4%	1.3%	9%	3.0	48	26%	52µM*	-10%	0.0%
CCOC(=O)CCNC(=O)c1ccc2nc(C3CCCCC3)oc2c1	6%	0.1%	0.3%	-1%	0.3	62	-2%	3%	1%	0.1%	NS5 inhibitors pilot replicate=-4.2
NC(N)=NS(=O)(=O)c1ccc(N)cc1	-6%	0.1%	-0.2%	5%	-1.1	67	15%	6%	-2%	-0.1%
O=C(COC(=O)CN1C(=O)c2ccccc2C1=O)NC1CCCC1	4%	-0.9%	1.5%	8%	0.2	47	10%	4%	-4%	0.5%
COc1cccc(NC(=O)COC(=O)c2cc(S(=O)(=O)N3CCOCC3)ccc2C)c1	-3%	-0.2%	2.0%	1%	-4.4	69	-3%	10%	0%	-1.3%
CCCNC(=O)Nc1cccc(NC(C)=O)c1	18%	0.9%	0.6%	1%	-0.5	70	15%	7%	-4%	-0.1%
Cc1ccc(S(=O)(=O)N2CCN(C(=O)CCn3cncn3)CC2)cc1	8%	-0.3%	-1.3%	-4%	-0.9	63	14%	5%	-7%	0.0%
O=C(OCCc1cc2ccccc2c(=O)o1)c1cccc(Br)c1	/	/	1.1%	/	2.5	47	/	1%	3%	2.4%
COc1ccccc1OCc1ccc(C(=O)NCC(C)C)o1	-3%	-1.1%	2.2%	7%	0.5	72	14%	4%	3%	0.1%
O=C(c1cc2c(s1)CCCC2)N1CCN(Cc2ccc3c(c2)OCO3)CC1	1%	-0.2%	3.4%	3%	1.7	35	15%	7%	4%	-0.5%
CCCC(=O)Nc1nc2ccc(S(=O)(=O)N3CCCCC3)cc2s1	5%	0.7%	0.1%	4%	0.4	58	11%	0%	-5%	0.2%
Cc1cccc(-c2nnc3n2N=C(c2ccccc2Br)CS3)c1	2%	/	?	-1%	5.3	59	-75%	13%	-6%	1.9%
CC1CCN(C(=O)CSC2=NS(=O)(=O)c3cc(F)ccc3N2)CC1	/	/	-0.2%	/	2.2	60	5%	4%	-5%	-1.1%
CC(=O)NC(Cc1ccc(F)c(F)c1)C(=O)NC1CCN(C(=O)c2ccc(Cl)cc2)CC1 (stereo not drawn)	20%	-0.4%	-1.0%	-4%	-0.3	40	-5%	0%	16%	-0.2%
CC(=O)N1CCOc2cc(S(=O)(=O)NC(C)c3ccccc3)c(Cl)cc21 (stereo not drawn)	0%	-0.9%	-1.3%	8%	1.1	61	4%	-7%	1%	1.6%

Fetched one by one from the list above:
SMILES	AID2073	West Nile virus CPE	RSV antiviral HEp-2	SIAH1 antagonists	NTR1 agonist	NTR1 agonist cell count 20 µM	SV40 large T antigen	MgcRacGAP inhibition	NS5 inhibitors	UTI89 phage lysis	others
Cc1ccccc1-c1nc(CN2CCSCC2)c(C)o1	-14%	-1.0%	1.4%	2%	0.0	30	7%	2%	-8%	-0.2%
COc1cc(/C=N/NC(=O)CC(=O)NC2CCCCC2)ccc1O	2%	0.4%	1.3%	9%	3.0	48	26%	52µM*	-10%	0.0%
COc1cccc(NC(=O)COC(=O)c2cc(S(=O)(=O)N3CCOCC3)ccc2C)c1	-3%	-0.2%	2.0%	1%	-4.4	69	-3%	10%	0%	-1.3%
O=C(OCCc1cc2ccccc2c(=O)o1)c1cccc(Br)c1	/	/	1.1%	/	2.5	47	/	1%	3%	2.4%
O=C(c1cc2c(s1)CCCC2)N1CCN(Cc2ccc3c(c2)OCO3)CC1	1%	-0.2%	3.4%	3%	1.7	35	15%	7%	4%	-0.5%
Cc1cccc(-c2nnc3n2N=C(c2ccccc2Br)CS3)c1	2%	/	?	-1%	5.3	59	-75%	13%	-6%	1.9%

More compounds
SMILES	AID2073	West Nile virus CPE	RSV antiviral HEp-2	SIAH1 antagonists	NTR1 agonist	NTR1 agonist cell count 20 µM	SV40 large T antigen	MgcRacGAP inhibition	NS5 inhibitors	UTI89 phage lysis	others
O=C(COc1ccccc1Cl)Nc1cc(Cl)ccc1O	29%	-0.5%	/	3%	/	/	6%	4%	-10%	0.7%
CN(Cc1cccc(F)c1)C(=O)CSc1nnc(C2CC2)n1C1CC1	/	/	/	/	1.6	60	/	8%	-4%	0.8%[50 µM]
CCOC(=O)c1ccc(S(=O)(=O)Nc2ccccc2-c2nnn(CC)n2)cc1	-9%	-0.1%	/	-3%	/	/	7%	12%	-5%	0.1%
CC(C)n1nnnc1SCC(=O)N1CCN(C(=O)c2ccco2)CC1	-2%	-0.2%	0.9%	3%	-1.9	94	2%	7%	-9%	0.3%
O=C1/C(=C/c2ccc(O)c(O)c2)Oc2cc(O)ccc21	10%	-0.5%	0.9%	10%	2.2	74	7%	21µM*	-34%	0.5%
CC(C)NC(=O)Cn1cc(S(=O)(=O)N2CCCC2)c(S(=O)(=O)N2CCCC2)c1	16%	0.3%	1.9%	-3%	0.4	51	5%	3%	29%	0.4%
Cc1cc(NC(=O)/C(C#N)=C/c2ccc(-c3cccc(C(F)(F)F)c3)o2)n(-c2ccccc2)n1	31%	/	8.6%	16%	9.9	47	17%	5%	20%	4.0%
Cc1cc(NC(=O)c2ccc(Cl)cc2)c(C)cc1O	3%	-0.4%	-0.7%	2%	-1.4	17	15%	20%	2%	-0.6%
CCCS(=O)(=O)N1CCC(C(=O)NCc2ccco2)CC1	5%	0.6%	1.5%	-3%	-1.5	39	8%	11%	3%	0.8%
CN(C(=O)c1cnccn1)c1c(N)n(Cc2ccccc2)c(=O)[nH]c1=O	/	/	1.7%	/	0.5	45	12%	-1%	4%	0.5%[50 µM]
CCCCCNC(=O)CCn1c(=O)oc2ccccc21	0%	0.6%	1.9%	7%	0.5	100	1%	3%	0%	1.7%
Nc1nnc(SCC(=O)Nc2ccc(N3CCOCC3)cc2)s1	/	/	1.5%	/	0.4	60	8%	5%	-1%	0.5%[50 µM]
CC(C)(C)NC(=O)Nc1ccc(Cn2cc(C(F)(F)F)ccc2=O)cc1	1%	-1.0%	-0.5%	13%	0.8	88	14%	3%	-1%	-0.7%
NC(=O)c1ccccc1NC(=O)/C=C/c1ccccc1	2%	-0.9%	-0.2%	11%	-2.1	66	9%	4%	-5%	3.6%[50 µM]
COC(=O)c1ccc(CSc2nnc(Nc3ccccc3OC)s2)o1	-12%	1.2%	0.1%	-3%	-0.5	49	6%	/	/	/
O=C(Nc1ccc(Cl)c(Cl)c1)Nc1ccccc1C(=O)O	12%	-0.3%	?	-2%	0.7	98	8%	12%	7%	-0.2%
COc1ccc(C(=O)Nc2ncc3c(n2)CC(c2ccco2)CC3=O)cc1 (stereo not drawn)	3%	-0.2%	0.5%	-8%	-0.1	30	-3%	14%	1%	1.7%
Cc1cc(N2CCCC2)ccc1NC(=O)CN1C(=O)NC(C)(c2ccccc2)C1=O (stereo not drawn)	-25%	0.3%	2.1%	-2%	1.0	59	35%	23%	-5%	0.1%
c1ccc2c3c(c(CN4CCCC4)cc2c1)COC3	-8%	-0.6%	0.0%	5%	-0.2	38	2%	0%	-11%	-1.2%
COc1ccc(-c2ccc(S(=O)(=O)NCC3CCCO3)cc2)cc1 (stereo not drawn)	12%	-1.0%	1.1%	4%	-1.5	45	10%	11%	4%	5.0%[50 µM]
O=C(Cc1ccccc1F)OCC(=O)N1CCN(C(=O)c2ccco2)CC1	0%	0.0%	0.7%	2%	0.7	81	5%	12%	5%	0.3%
COc1cc(C(=O)OCC(=O)Nc2ccc(SC(F)F)cc2)cc(OC)c1OC	-4%	-0.6%	-0.1%	-6%	2.2	50	-6%	11%	-5%	1.9%
CSc1cccc(NC(=O)Cn2cnc(S(=O)(=O)N3CCCC3)c2)c1	-6%	1.2%	2.5%	5%	1.0	58	16%	7%	-11%	1.1%
CCc1cc(C(c2ccc(OC)c(OC)c2)N2CCOCC2)c(NC(=O)c2ccccc2)s1 (stereo not drawn)	6%	0.4%	5.3%	0%	23	45	17%	-5%	-4%	-4.2%
COc1ccc(/C=N/n2cnc3c([nH]c4ccc(Br)cc43)c2=O)cc1CN1CCOCC1	11%	0.2%	0.5%	2%	1.9	43	-1%	/	/	/
S=c1[nH]nc(-c2cccs2)n1/N=C/c1cn(-c2ccccc2)nc1-c1ccc(Cl)cc1	18%	0.7%	12%	24%	9.6	45	8%	/	/	/
Cc1ccsc1C(=O)OCC(=O)Nc1ccc(Cl)cn1	/	/	/	/	-2.6	77	/	4%	-1%	0.9%[50 µM]
COc1ccc(N(C)C(=S)Nc2ccc3nc(C)c(C)nc3c2)cc1	29%	-0.3%	2.1%	-10%	-0.4	32	18%	24%	0%	5.0%
Oc1cccc2cc3cccc(O)c3c(O)c12	20µM*	0.5%	2.3%	71%	1.4	55	8%	10%	-2%	0.1%
CCCc1cc(C(F)(F)F)c(C#N)c(=O)[nH]1	13%	1.2%	0.7%	2%	1.3	68	4%	3%	-5%	2.0%
CCCc1ccc(S(=O)(=O)NCCc2ccncc2)cc1	-2%	-1.1%	6.8%	-2%	-0.9	53	4%	-2%	-2%	2.4%
CCCCN1C(=O)NC(NC(=O)C2CC2)(C(F)(F)F)C1=O (stereo not drawn)	-5%	0.7%	-0.8%	-1%	1.9	55	6%	-2%	7%	0.3%
CC(C)Sc1nnc(CNC(=O)C23CC4CC(CC(C4)C2)C3)n1C1CCCCC1	-8%	/	1.3%	4%	9.8	36	13%	9%	-1%	1.6%
COc1ccc(CNC(=O)COC(=O)Cc2ccsc2)cc1	8%	0.0%	-1.9%	7%	-0.3	91	6%	2%	-5%	-1.2%
COc1ccc(N2CCN(C(=O)CN(c3cccc(Br)c3)S(C)(=O)=O)CC2)cc1	-2%	-0.6%	2.3%	1%	1.0	53	0%	18%	-1%	5.0%
